# High-throughput results deposited in PubChem by several laboratories.
# M1 PAM: potentiates human M1 receptor response to acetylcholine | P11229 | CHO-K1 hM1, Fluo-8 calcium fluorescence, ACh EC20; 0% = ACh EC20, 100% = maximal ACh | activation, % at 3 µM | 360,000 compounds, 0.088% hits; in the data active = activation above about 19%, passing the limit was not always enough
# Target sequence (P11229 whole entry, looked up): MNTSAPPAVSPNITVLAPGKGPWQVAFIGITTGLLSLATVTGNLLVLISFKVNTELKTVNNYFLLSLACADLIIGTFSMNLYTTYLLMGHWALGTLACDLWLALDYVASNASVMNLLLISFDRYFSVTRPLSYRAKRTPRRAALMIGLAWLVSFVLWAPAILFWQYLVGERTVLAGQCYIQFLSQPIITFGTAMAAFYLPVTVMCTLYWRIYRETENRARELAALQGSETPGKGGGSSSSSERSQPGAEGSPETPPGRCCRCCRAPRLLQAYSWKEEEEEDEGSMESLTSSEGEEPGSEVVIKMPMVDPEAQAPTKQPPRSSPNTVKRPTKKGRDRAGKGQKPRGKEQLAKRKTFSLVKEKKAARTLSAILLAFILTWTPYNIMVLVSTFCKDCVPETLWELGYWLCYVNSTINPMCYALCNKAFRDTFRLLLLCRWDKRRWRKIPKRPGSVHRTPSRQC
# M5 PAM: CHRM5 positive allosteric modulation. CHO-K1 hM5, Fluo-8 calcium, ACh EC20 PAM; 0% = ACh EC20, 100% = ACh EC100. activation, % at 3 µM. 360,000 compounds, 0.3% hits. AID 624038;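 active = activation above the run cutoff, the mean activation of all test compounds plus 3 SD, cut at about 18% in these data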
#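 Assay system – human M5 receptor in CHO-K1 cells · Read-out – % activation, ACh-normalized · Technique – Fluo-8 calcium fluorescence · Dosing – single-point, 3 µM nominal · Incubation – Fluo-8 loading 80 min at 37 °C plus 30 min room temperature · Repeats – singlicate, one well per test compound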
# M5 antag: CHRM5 antagonism in calcium assay; AID 624040; P08912; inhibition, % at 3 µM; 360,000 compounds, 0.59% hits; CHO-hM5 cells, Fluo-8 calcium fluorescence, ACh EC80;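 active = inhibition above a per-plate cutoff, the mean of that plate's test compounds plus 3 SD, cut at about 27% in these data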;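 also: 0% = acetylcholine EC80 with DMSO and 100% = DMSO without agonist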
# M4 PAM: positive allosteric modulators of human muscarinic M4 receptor. CHO-K1 hM4/Gqi5, Fluo-8 calcium fluorescence, ACh EC20; 0% = ACh EC20, 100% = maximal ACh. P08173. activation, % at 3 µM. 360,000 compounds, 0.4% hits;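 active = activation above its plate's cutoff, the mean activation of sample wells plus 3 SD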; also: some results filed as inactive read as strong as hits
# Target sequence (P08173 whole entry, looked up): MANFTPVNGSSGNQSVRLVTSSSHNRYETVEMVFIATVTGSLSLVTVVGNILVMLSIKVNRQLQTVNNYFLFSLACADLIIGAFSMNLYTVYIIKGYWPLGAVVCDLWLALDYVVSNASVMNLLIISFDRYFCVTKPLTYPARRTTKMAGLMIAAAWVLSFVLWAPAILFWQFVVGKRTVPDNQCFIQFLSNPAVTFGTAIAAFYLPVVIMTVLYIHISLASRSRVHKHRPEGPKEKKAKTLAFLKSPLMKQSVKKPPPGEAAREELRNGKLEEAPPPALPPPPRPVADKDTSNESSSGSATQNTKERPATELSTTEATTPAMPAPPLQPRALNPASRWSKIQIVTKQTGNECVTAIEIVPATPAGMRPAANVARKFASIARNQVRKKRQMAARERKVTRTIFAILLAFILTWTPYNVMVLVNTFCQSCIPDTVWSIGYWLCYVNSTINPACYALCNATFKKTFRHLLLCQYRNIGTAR
# M1 antag: antagonists of human M1 muscarinic receptor. P11229. CHO-K1 hM1, Fluo-8 calcium fluorescence, ACh EC80 antagonist. inhibition, % at 3 µM. 360,000 compounds, 1.3% hits;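 active = percent inhibition above its own plate's cutoff, namely the mean of that plate's compound wells plus 3 SD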;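 also: peak over basal fluorescence ratio during 140 s after agonist addition; 0% = ACh EC80 plus DMSO and 100% = DMSO alone without agonist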
# M4 ag: CHRM4 agonism in calcium assay; CHO-K1 hM4/Gqi5, Fluo-8 calcium fluorescence; vehicle 0%, full acetylcholine response 100%; activation, % at 3 µM; 360,000 compounds, 0.14% hits; AID 624127;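 active = activation above the run mean over all test wells plus 3 SD, cut at about 32% in these data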;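 also: peak over basal fluorescence ratio per well then scaled between controls; 0% = DMSO wells and 100% = acetylcholine at EC100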
# CRFR2-BP ag: agonists of human CRF-binding protein/CRF-R2 receptor complex | HEK293 CRF-R2/CRF-BP, calcium dye fluorescence (FLIPR); percent of saturating CRF peptide response | activation, % at 13.2 µM | 350,000 compounds, 0.46% hits;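 active = activation of at least 50%, plus an integration ratio under a set limit after plate pattern correction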;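 also: plate controls were neutral control wells without compound for no effect and CRF at EC100 for full effect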
# CHRM5 agonist: agonists of human muscarinic M5 receptor (CHRM5). P08912. CHO-K1 hM5 cells, Fluo-8 calcium fluorescence; 0% DMSO wells, 100% maximal acetylcholine response. activation, % at 3 µM. 360,000 compounds, 0.19% hits. AID 624037;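 active = activation above the run's mean over test compounds plus 3 SD, cut at about 23% in these data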;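 also: signal is peak over basal fluorescence ratio across the kinetic read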
# M4 antag: CHRM4 antagonism in calcium assay; inhibition, % at 3 µM; 360,000 compounds, 0.73% hits; CHO-hM4 cells, ACh EC80, Fluo-8 calcium fluorescence; P08173;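 active = inhibition above its plate's cutoff, the mean inhibition of sample wells plus 3 SD, cut at about 27% in these data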;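 also: 0% = acetylcholine EC80 with DMSO and 100% = DMSO without agonist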
# Active calls of the source: *; / = not tested or not shown.
No.	Structure	M4 ag	CRFR2-BP ag	M5 PAM	M5 antag	M4 antag	CHRM5 agonist	M4 PAM	M1 antag	M1 PAM
1	CCOc1ccc2ccccc2c1C(=O)Nc1cc(=O)n(C)c(=O)n1C	0	1.9	-2	2	-7	3	2	-5	6
2	O=C(CN1C(=O)COc2ccccc21)NCCCN1CCOCC1	2	-0.2	2	-2	1	-4	-1	3	5
3	CCOC(=O)c1c(-c2cccs2)csc1NC(=O)CN(CC)CC	-3	-0.5	-6	0	7	-4	12	-7	4
4	Cc1cc(NC(=O)COn2nnc3ccccc32)no1	0	-0.5	3	-5	-4	-2	7	-8	7
5	CC(C)(C)OC(=O)N1CCC(NC(=O)c2[nH]cnc2C(=O)Nc2ccc(Cl)cc2)CC1	0	4.2	11	0	-2	2	18	-11	4
6	CCOc1ccc(-c2nc(CN3CCCC(C(=O)N4CCOCC4)C3)c(C)o2)cc1 (centres undefined)	1	0.2	4	4	-5	-3	1	0	4
7	CCN(CC)CCN(Cc1cc2cc3c(cc2[nH]c1=O)OCCO3)C(=S)NC	0	-0.6	-4	4	2	-5	-6	-10	5
8	CC(=O)NC(Cc1c[nH]c2ccccc12)C(=O)OCC(=O)Nc1cc(C)on1 (centres undefined)	0	-1.3	-3	-1	-4	-2	8	-13	8
9	CC(=O)c1ccc(S(=O)(=O)N2CCN(C)CC2)cc1	2	0.6	1	3	0	1	2	-17	13
10	COC(=O)Cn1c2ccccc2c(=O)n1C(C)CBr (centres undefined)	0	/	-2	-1	-4	1	12	/	/
11	Cc1ccc(S(=O)(=O)N(C)c2ccc(N)cc2)cc1	0	0.0	1	0	7	-1	19	-13	13
12	C(=N\n1cnnc1)/c1cccc2ccccc12	0	0.0	-1	-5	-7	-2	-4	-6	8
13	NC(=S)Nc1cccc(F)c1	4	-0.4	-10	13	-18	3	-12	-13	6
14	COc1ccc(CNC(=S)Nc2cccc(OC)c2)cc1	2	-1.3	-4	5	6	2	-9	0	-2
15	COc1cc(/C=N/NC(=O)c2ccc(Cn3cc([N+](=O)[O-])cn3)o2)cc(Br)c1O	0	-1.3	-1	8	6	-3	1	-3	5
16	COCCNC(=O)c1cnn2c1NC(c1ccco1)CC2C(F)(F)F (centres undefined)	1	0.9	0	3	-4	3	0	-13	12
17	Cc1cc(C(=O)N2CCN(S(=O)(=O)c3ccc(F)c(Cl)c3)CC2)c(C)o1	4	-0.5	-2	4	-2	0	-3	-2	3
18	O=c1ccn([C@@H]2O[C@H](CNCc3ccc(-c4cc(C(F)(F)F)ccc4Cl)o3)[C@@H](O)[C@H]2O)c(=O)[nH]1	1	-3.8	2	-3	-1	1	1	-8	9
19	Cc1cc(C)nc(SCC(N)=O)n1	1	1.7	5	1	4	3	-10	-5	9
20	CN(C(=O)CSC1=NCCS1)c1ccccc1	0	-2.5	4	-4	-1	0	18	-12	15
21	CCCCn1c(N)c(N(CC)C(=O)C2=COCCO2)c(=O)[nH]c1=O	1	-1.6	6	-9	3	4	2	3	-1
22	C/C(=N\NC(=O)c1cc(C)[nH]n1)C(C)(C)C	0	-0.1	-4	10	4	-2	-4	6	-4
23	C[C@@H]1CN([C@@H](C)CO)C(=O)CCCn2cc(nn2)CO[C@H]1CN(C)S(=O)(=O)c1cccs1	1	2.0	3	-11	2	1	3	11	-4
24	O=C(O)c1ccc(-n2nc(C(F)(F)F)cc2-c2cccs2)cc1	1	-1.6	3	4	-6	-4	6	-2	13
25	O=C(CSc1nnc(-c2ccncc2)n1Cc1ccccc1)NCCc1ccccc1	0	-1.6	-6	0	-7	0	-1	4	1

# Next section; it opens with the 2 that closed the last part.
No.	Structure	M4 ag	CRFR2-BP ag	M5 PAM	M5 antag	M4 antag	CHRM5 agonist	M4 PAM	M1 antag	M1 PAM
24	O=C(O)c1ccc(-n2nc(C(F)(F)F)cc2-c2cccs2)cc1	1	-1.6	3	4	-6	-4	6	-2	13
25	O=C(CSc1nnc(-c2ccncc2)n1Cc1ccccc1)NCCc1ccccc1	0	-1.6	-6	0	-7	0	-1	4	1
26	Cc1nc2cc(NC(=O)N3CCCCC3)ccc2n1C	0	-1.9	5	-3	0	0	10	-9	8
27	CCOC(=O)N1CCN(C(=O)c2ccc(N3CC4CC(C3)c3cccc(=O)n3C4)c(NC(=O)c3ccc(F)cc3)c2)CC1 (centres undefined)	0	-0.2	-3	11	0	-3	-7	-1	4
28	CSc1ccccc1OCc1cc(C(=O)NCCc2ccco2)no1	2	-0.5	2	-6	-4	-6	0	-1	1
29	COc1ccc(Cl)cc1NC(=S)NCc1cccs1	0	0.3	1	9	4	-3	-5	-9	10
30	COc1ccc(-c2nc(CN3CCCCC3CCc3ccccn3)c(C)o2)cc1 (centres undefined)	1	0.6	0	-13	-5	-8	-6	-2	-6
31	CC(OC(=O)/C=C/c1cccc(Cl)c1)C(=O)NC1CCCCC1C (centres undefined)	0	-0.1	3	-7	-5	3	0	-7	6
32	O=C(CCn1c(=O)oc2ccccc21)NCCN1CCOCC1	0	7.3	1	1	-4	1	1	-12	8
33	CC(=O)NCc1nnc2c3ccccc3c(-c3ccccc3)nn12	1	-0.9	3	-6	-10	-1	15	-19	23
34	Cc1nn(CC2CC2)c(=O)n1-c1ccccc1F	0	2.6	6	-1	-8	0	-2	-3	10
35	O=C1NC[C@@H](CCCCN2C[C@H](Cc3ccc(O)cc3)N(CCc3ccccc3)C(=O)C2=O)N(CC2CCCCC2)C1=O	2	/	-1	-1	-10	2	6	/	/
36	COC(=O)CSc1ccc(S(=O)(=O)N2CCC(C)CC2)cc1[N+](=O)[O-]	1	-0.5	13	-2	-11	-3	25*	-27	12
37	CCNC(=O)COc1ccc(Br)cc1Cl	1	0.2	-2	-1	-3	0	3	3	3
38	CC(=O)N1CCOc2ccc(S(=O)(=O)N3CCC(C(=O)Nc4cc(C)cc(C)c4)CC3)cc21	4	0.5	-6	5	-5	-5	0	-1	2
39	Cc1ccc(C)c(NC(=O)CC2Oc3ccccc3NC2=O)c1 (centres undefined)	-5	-1.9	1	9	-10	-2	1	-19	10
40	CCOc1cc(N2CCOCC2)c(OCC)cc1NC(C)C(=O)N1CCN(CC)CC1 (centres undefined)	0	0.0	2	9	-7	4	4	-9	9
41	COc1ccc(NS(=O)(=O)c2cc([N+](=O)[O-])ccc2NN=Cc2ccccc2OCC(=O)O)cc1	0	11	1	5	-9	4	0	2	-1
42	OC(c1ccc(F)cc1)c1nc(-c2ccc(F)c(Cl)c2)cs1 (centres undefined)	1	/	0	0	-3	-2	11	-19	8
43	CN1CCC(OC(=O)c2ccccc2Cl)CC1	1	1.8	-21	34*	2	-11	-11	48*	-33
44	Cc1cccc(OCC(=O)Nc2nc3ccc([N+](=O)[O-])cc3s2)c1	9	2.7	-4	-4	-15	1	10	-2	-2
45	CC(NC(=O)CCCC1CCCCC1)c1ccc(S(N)(=O)=O)cc1 (centres undefined)	0	-1.2	4	4	1	-1	1	-4	-1
46	CCOCCCn1c(C)nc2c[n+](CC(=O)c3ccc4ccccc4c3)cc(Br)c21	1	-1.5	-6	6	5	-4	-8	5	-6
47	CCCCN(CC)CCNC(=O)CN1C(=O)COc2ccc(S(=O)(=O)N3CCCC3)cc21	1	-0.2	2	-2	-1	-8	1	1	-6
48	CCC1CN(C(=O)NCc2ccc(C)cc2)c2ccccc2O1 (centres undefined)	10	-1.4	-7	13	1	-6	-6	11	-8
49	CCCOc1ccc(/C(O)=C2/C(=O)C(=O)N(CCCn3ccnc3)C2c2cccnc2)cc1 (centres undefined)	0	0.9	5	0	1	0	2	-19	17
50	Brc1ccc(CSc2ccc3nnc(-c4cccnc4)n3n2)cc1	12	-0.4	-6	12	9	1	-7	17	-7

# (cont.)
No.	Structure	M4 ag	CRFR2-BP ag	M5 PAM	M5 antag	M4 antag	CHRM5 agonist	M4 PAM	M1 antag	M1 PAM
51	Cc1ccc(C2N=C(N)Nc3nc(=O)c4ccccc4n32)cc1 (centres undefined)	0	-3.5	-1	-5	-20	-1	-7	-5	0
52	COc1cc2c(cc1OC)-c1cc(N3CCCc4ccccc43)nc(=O)n1CC2	2	-2.0	0	-7	7	0	0	1	6
53	Cc1oc(-c2ccccc2F)nc1CS(=O)CC(=O)NCc1ccc2c(c1)OCO2 (centres undefined)	4	-5.5	6	-11	-12	-2	0	8	-9
54	Cc1cc(Cl)c(S(=O)(=O)NC(C(=O)O)c2ccccc2)cc1OCC(N)=O (centres undefined)	4	-0.5	-2	0	-1	-3	-1	2	4
55	CCO[C@@H]1OC(C(=O)NC2CC2)=C[C@H](c2ccc3c(c2)OCO3)[C@H]1CCCO	-1	-0.2	4	17	-8	1	1	-1	4
56	COc1cc2c(cc1OCc1ccccc1)/C(=C/C(=O)OCc1ccccc1)OC2	-1	/	-8	8	-12	-1	12	/	/
57	Cc1c(C(=O)Nc2ccc3c(c2)CCC3)cccc1[N+](=O)[O-]	2	-0.7	-5	-5	3	-4	-6	8	-4
58	O=C(c1cccc(C(F)(F)F)c1)C1CCCN(C(=O)CN2CCCC2=O)C1 (centres undefined)	1	-1.0	-8	-14	-16	-3	13	-6	4
59	CCCOc1ccc(-c2nnc(-c3cccs3)o2)cc1	0	-0.8	-1	-4	7	-3	-6	-1	-1
60	Cc1onc(-c2ccncc2)c1C(=O)O	0	0.5	0	-1	7	2	6	-9	7
61	CC(=O)c1ccc(Oc2cnccn2)cc1	1	-0.4	-8	17	5	-3	3	-9	6
62	Cc1ccc(C(C(=O)NC2CCCC2)N(C(=O)c2csnn2)c2ccccc2)o1 (centres undefined)	2	0.1	-5	21	1	0	-7	6	2
63	CC1CCC/C(=N\NC(=O)COc2ccc(Cl)cc2Cl)C1 (centres undefined)	0	-2.1	0	-7	-1	0	5	-1	1
64	COc1ccc(S(=O)(=O)Nc2cc3c4c(c2)CCC(=O)N4CCC3)cc1C	5	-1.8	-2	9	-8	5	11	-16	10
65	O=c1[nH]snc1N1CCOCC1	1	-0.3	3	2	-5	0	5	-6	8
66	Cc1ccccc1NC(=O)Cc1nc(COC(=O)CSc2ccc(F)cc2)cs1	7	-1.8	-4	-2	-1	0	-2	19	-4
67	CC1=CC(=O)[C@@H](O)[C@@H](c2ccccc2Br)N1C	0	-1.9	4	-2	4	2	2	-5	2
68	O=C(Cc1ccc2c(c1)CCCC2)Nc1ccccc1Cl	1	-0.3	-12	-4	6	-3	-6	5	-4
69	CCCCOC(=O)c1ccc(NS(=O)(=O)c2cc(-c3nnnn3CC)ccc2OC)cc1	7	-0.8	-3	2	4	7	-7	-3	4
70	CC(=O)Nc1ccc(N2C(=O)CC(N3CC(C)OC(C)C3)C2=O)cc1 (centres undefined)	0	1.4	-11	11	-4	-2	1	-1	3
71	Cc1c(Cl)cccc1NC(=O)c1cc(-c2ccccc2O)n[nH]1	15	-1.0	-8	2	17	23	-4	-7	7
72	O=C(NCCN1CCOCC1)c1ccc2c(c1)N(Cc1ccc(Cl)cc1)CCS2	1	-4.2	1	1	-6	-3	-5	-18	7
73	Cc1cc(C)c2c(N)c(C(=O)NN3CC(=O)N(c4ccccc4F)CC3=O)sc2n1	1	1.1	-3	2	4	-3	-2	-5	8
74	COc1ccccc1-n1c(-c2cc(-c3ccc(F)cc3)n[nH]2)n[nH]c1=S	1	1.9	-5	2	-2	-2	5	-8	8
75	CCOC(=O)NC1(NC(C)C)Oc2ccccc2O1	0	5.3	2	2	-3	-9	3	-23	-1
